Lmaj promast = Leishmania major promastigote growth inhibition | 200,000 tested, 9% active | Leishmania major promastigotes, resazurin fluorescence viability | inhibition, % at 10 µM | AID 1063; in the data active = inhibition above about 50%;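 note: promastigotes grown with compound for 44 hours at 28 °C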
Diaph inh CS = diaphorase inhibition or chemical oxidation counter-screen. diaphorase resazurin-to-resorufin fluorescence, NADH, 16 min; bacterial (C. kluyveri) enzyme, not human. 190,000 tested, 0.69% active. inhibition, % at 20 µM;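 active = primary screen inhibition at 20 µM above a set limit, cut at about 50% in these data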;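 note: plate controls were DMSO with full reaction for no effect and wells lacking NADH for full effect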
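Test system: Clostridium kluyveri diaphorase enzyme / Quantity: diaphorase at 0.14 U/mL in enzyme working solution / Incubation: 16-min room-temperature incubation before reading / Benchmarks: NADH-free wells as positive control, DMSO-only neutral wells / Signal: resorufin fluorescence 544/590 nm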
PMI act = increases human mannose-6-phosphate isomerase activity; 190,000 tested, 0.005% active; P34949; activation factor at 20 µM; purified human PMI, coupled resazurin fluorescence, 20 min; active compounds read high; 1 = vehicle control, 0 substrate-free wells;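 active = activation factor of 2 or more at 20 µM, relative to plate controls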
Target sequence (P34949 whole entry, looked up): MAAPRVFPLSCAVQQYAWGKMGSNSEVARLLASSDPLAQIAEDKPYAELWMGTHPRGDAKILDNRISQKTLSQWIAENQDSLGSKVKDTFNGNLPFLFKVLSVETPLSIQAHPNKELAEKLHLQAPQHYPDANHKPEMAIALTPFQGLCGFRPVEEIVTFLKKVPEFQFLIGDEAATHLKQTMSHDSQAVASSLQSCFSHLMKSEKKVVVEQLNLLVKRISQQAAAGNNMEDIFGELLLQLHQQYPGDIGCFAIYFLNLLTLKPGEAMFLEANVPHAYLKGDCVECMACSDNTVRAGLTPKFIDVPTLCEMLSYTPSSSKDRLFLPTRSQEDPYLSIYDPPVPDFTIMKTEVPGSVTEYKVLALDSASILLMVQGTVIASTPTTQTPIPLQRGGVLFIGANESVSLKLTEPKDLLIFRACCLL
bIAP inhibitor = blocks bovine intestinal alkaline phosphatase activity | purified bovine IAP, CDP-star luminescence, 30 min | inhibition, % at 20 µM | 190,000 tested, under 10 active;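 active = over 50% inhibition of intestinal alkaline phosphatase at 20 µM in the single-dose screen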
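Assay system – bovine IAP enzyme · Quantity – bovine IAP at 1/65,000,000 final dilution · Detection – CDP-star luminescence signal · Times – 30 min reaction at room temperature · Also added – CDP-star substrate at 30 µM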
Diaphorase act = activates diaphorase or chemically reduces, flagging diaphorase assay artifacts; Diaphorase/resazurin coupled assay, resorufin fluorescence, 16 min; active compounds read high; 1 = vehicle wells, 0 = NADH-free wells; activation factor at 20 µM; 190,000 tested, 0.005% active; AID 1229;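 active = diaphorase activity raised at least twofold by the compound at 20 µM; inactive = activation factor below 2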
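System – purified diaphorase enzyme from Clostridium kluyveri · Input – enzyme 0.07 U/mL final · Also added – final NADH 0.114 mM, resazurin 0.1 mM · Measured by – fluorescence of resorufin, 544 nm excitation, 590 nm emission · Timing – 16 min enzyme reaction, ambient temperature · Measure – resorufin increase flagging diaphorase activators or reducers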
TNAP act hi DEA = TNAP (human) activation, high acceptor | AID 1136 | P05186 | 200,000 tested, under 10 active | purified TNAP, CDP-star luminescence, 1 M DEA, 30 min; active compounds read high; 0 = EDTA background, 1 = DMSO-only activity | activation factor at 20 µM;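 active = activation factor at least 2 at 20 µM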
Target sequence (P05186 whole entry, looked up): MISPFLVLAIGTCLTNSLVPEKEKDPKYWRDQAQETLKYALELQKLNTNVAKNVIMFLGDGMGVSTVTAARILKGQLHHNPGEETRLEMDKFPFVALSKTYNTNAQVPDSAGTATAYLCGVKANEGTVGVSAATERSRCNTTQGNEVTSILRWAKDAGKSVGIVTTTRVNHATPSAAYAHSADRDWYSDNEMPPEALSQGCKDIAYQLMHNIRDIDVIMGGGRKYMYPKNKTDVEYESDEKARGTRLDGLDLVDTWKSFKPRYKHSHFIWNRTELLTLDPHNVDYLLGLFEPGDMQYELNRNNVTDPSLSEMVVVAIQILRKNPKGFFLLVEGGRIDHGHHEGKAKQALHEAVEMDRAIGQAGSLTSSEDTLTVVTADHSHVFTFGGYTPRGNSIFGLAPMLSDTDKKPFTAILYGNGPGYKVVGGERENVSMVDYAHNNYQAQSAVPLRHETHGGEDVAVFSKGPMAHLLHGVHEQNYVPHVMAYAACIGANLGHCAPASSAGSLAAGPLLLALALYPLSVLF
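Dosing: 20 µM single point. System: human TNAP. Amount: TNAP 1/800 final. Incubation: 30 min, room temperature. Read-out: TNAP activation factor scaled between EDTA and DMSO control wells. Signal: luminescence from CDP-star hydrolysis. Medium: 1 M DEA, pH 9.8, Mg2+, Zn2+. Control set: EDTA negative control, DMSO positive control.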
TNAP inh hiacc = TNAP (human) inhibition, high acceptor. 200,000 tested, 0.03% active. P05186. inhibition, % at 20 µM. AID 1135. purified TNAP, CDP-star luminescence, 1 M DEA;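 active = over 50% inhibition of tissue-nonspecific alkaline phosphatase at 20 µM in the single-dose screen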;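 note: plate controls were DMSO wells for no effect and EDTA-quenched wells as full inhibition for full effect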
PMI act hi M6P = activators of human phosphomannose isomerase at near-saturating mannose 6-phosphate. coupled PMI enzyme assay, resazurin fluorescence, 20 min; active compounds read high; 1 = untreated enzyme, 0 = substrate-free blank. AID 1216. 190,000 tested, 0.34% active. activation factor at 20 µM. P34949;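 active = activation factor of 2 or more at 20 µM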
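assay system = human phosphomannose isomerase with PGI, G6PDH, diaphorase coupling enzymes | quantity = 15 ng/mL PMI | incubation = enzyme reaction with compound 20 min at room temperature | medium = HEPES pH 7.4 buffer with MgCl2 and Tween-20 | compound dosing = one concentration, 20 µM, in 1% DMSO | measured by = Diaphorase-driven resazurin-to-resorufin fluorescence, excitation 544, emission 590 nm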
bIAP act = intestinal alkaline phosphatase (bovine) activation | 200,000 tested, 0.17% active | purified bovine IAP, CDP-star luminescence, 30 min; active compounds read high; fold of DMSO-control signal, blank-subtracted | activation factor at 20 µM;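 active = activation factor of 2 or more at 20 µM, a signal rise over negative controls twice the positive control's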
TNAP inh no acc = blocks human TNAP activity with no phosphate acceptor present; P05186; purified TNAP, CDP-star luminescence, 30 min; inhibition, % at 20 µM; 200,000 tested, 0.26% active; AID 1012;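 active = tissue-nonspecific alkaline phosphatase inhibition above about 50% at 20 µM in the single-dose screen, limit read from the data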;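 note: 0% = DMSO negative control and 100% = EDTA positive control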
* hit, by the source's call; / = no result given.

Results follow in this order: Lmaj promast	Diaph inh CS	PMI act	bIAP inhibitor	Diaphorase act	TNAP act hi DEA	TNAP inh hiacc	PMI act hi M6P	bIAP act	TNAP inh no acc
COc1ccc(S(=O)(=O)N2CCCC(C(=O)Nc3cccc(C(C)=O)c3)C2)cc1 (configuration not stated)
    58*	15	0.9	-148	0.9	1	-1	0.9	2.5*	6
O=C(Nc1ccc(Cl)c(-c2nc3ccccc3[nH]2)c1)c1cccnc1
    5	7	1	-7	0.9	1	-1	1	1.1	-14
O=C(COC(=O)c1cc(-c2cccs2)nc2ccccc12)NCc1ccco1
    -6	24	1	-3	0.8	1	-1	1	1	-1
O=C(Cc1c(F)cccc1Cl)Nc1ccc(S(=O)(=O)NCC2CCCO2)cc1 (configuration not stated)
    -1	2	1	-20	1	1	-1	0.9	1.2	-6
CC[n+]1c(/C=C(\C)Nc2ccccc2)sc2ccccc21
    99*	-4	0.9	0	1	1	-2	1.1	1	-16
CCCCCn1c(=O)[nH]c2cc(C(=O)NCCCN(CC)CC)ccc2c1=O
    4	3	1	10	1	1	-2	1	0.9	-4
COC(=O)CCC(=O)Nc1cc(S(=O)(=O)Nc2ccc(Cl)cc2)ccc1N1CCOCC1
    -4	15	0.8	12	0.9	1	-1	0.9	0.9	-2
Cc1ccc(NC(=S)Nc2cccnc2)c(S(=O)(=O)N2CCCCC2)c1
    3	9	1	36	0.9	1	-4	1	0.6	3
O=C(O)C1C2CCCCC2=C2CCCCC2C1C(=O)O (configuration not stated)
    -12	10	1.1	2	0.9	1	-1	0.9	1	9
Cc1ccccc1NC(=O)C1c2ccccc2Oc2ccccc21
    -4	2	1	8	1	0.9	5	1	0.9	22
NC(=O)c1c(NC(=O)c2ccncc2)sc2c1CCCC2
    14	1	1.1	-23	1	1	2	1	1.2	-1
CC(C)(C)NC(=O)COc1ccc(CNn2nnnc2N)cc1
    -4	10	1	7	0.9	1.1	-7	0.9	0.9	-1
CC(C)NC(=O)c1ccc(Cl)cc1Cl
    -5	12	0.9	-18	0.9	1	-2	0.9	1.2	-10
CCOc1ccc(-n2c(=O)c3c4c(sc3n(CC(=O)NCC3CCCO3)c2=O)CCC4)cc1 (configuration not stated)
    -7	14	1	-12	0.9	1	-1	1	1.1	-9
CCOC(=O)c1nnn(CC(=O)NC(=O)Nc2cccc(CC)c2)c1C(=O)OCC
    -4	27	0.9	6	0.7	1	-1	0.9	0.9	-10
CN(C)S(=O)(=O)c1ccc(Cl)c(NC(=O)COC(=O)/C=C/c2ccc(S(=O)(=O)N3CCOCC3)cc2)c1
    -3	15	1	11	0.8	1	-4	1	0.9	-9
COCc1cc(=O)n2[nH]c(C)cc2n1
    -8	31	1	-3	0.7	1	-4	0.8	1	-7
CC1CCCCC12NC(=O)N(CC(=O)NC(=O)Nc1ccc3c(c1)OCCO3)C2=O (configuration not stated)
    0	5	1	9	0.9	1	-1	1	0.9	-8
Cc1cc(C)cc(NC(=O)c2ccc(CNc3c(N4CCOCC4)c(=O)c3=O)cc2)c1
    -6	24	1	0	0.8	1.1	-9	1	1	-15
CCOC(=O)c1c(NC(=O)C2CCCCC2C(=O)O)sc2c1CCCCC2 (configuration not stated)
    -5	-12	1.1	-3	1.1	1.1	-7	1.1	1	-8
Cc1ccc2c(c1)c(CC(=O)Nc1ccc(C)c(F)c1)c(C(=O)O)n2C
    -12	-9	1.1	-2	1.1	1.1	-7	1.2	1	5
CCN1C(=O)C2(SC(NC(C)=O)=NN2C(C)=O)c2cc(C)ccc21 (configuration not stated)
    -4	16	0.9	-6	0.8	1	-1	0.9	1.1	-6
Cc1csc(SCC(=O)Nc2cc(S(=O)(=O)N3CCCC3)ccc2Cl)n1
    4	12	1.1	14	0.9	1.1	-8	1.1	0.9	-11
O=C(CSCc1ccco1)Nc1cc(C(F)(F)F)ccc1N1CCOCC1
    11	32	0.9	-1	0.7	1	-4	0.9	1	-16
Fc1ccc(-c2nnc(NC3=NCCCCC3)o2)cc1
    -15	1	1.1	11	1	1	-5	1	0.9	-1
Cc1cc(C)nc(-n2nc(C)c(Oc3ccccc3O)c2C)n1
    0	-8	1	3	1.1	1	-1	1.1	1	-8
COc1ccc(C(=O)Nn2cc3c(c2-c2ccccc2)c(=O)n(C)c(=O)n3C)cc1
    -12	18	0.9	12	0.8	1	3	0.9	0.9	-5
Cc1nnc(NC(=O)C2COc3ccccc3O2)s1 (configuration not stated)
    -1	25	1	24	0.8	1.1	-9	0.9	0.8	-11
Cc1ccc(OCC(=O)N(C)CC(=O)Nc2ccc(F)cc2)c([N+](=O)[O-])n1
    -4	10	1.1	6	0.9	1	1	1	0.9	-8
Brc1ccc(-c2csc(-c3ccncc3)n2)cc1
    -7	4	1.1	-3	1	1	-2	1.1	1	-6
O=C(COC(=O)c1c2c(nc3ccccc13)/C(=C\c1cccs1)CCC2)Nc1ccccc1Cl
    28	24	1	11	0.8	1	1	0.8	0.9	-4
Cc1cc(C)n2nc(-c3ccsc3-n3c(C)ccc3C)cc2n1
    2	38	1.1	4	0.6	1	0	1.4	1	-12
O=C(N/N=C/c1cccc([N+](=O)[O-])c1)c1cc(-c2ccccc2)nc2ccccc12
    -2	0	1	10	1	1	-5	1.1	0.9	-8
CCN1CCN(c2ccc(S(=O)(=O)N3CCCC3)cn2)CC1
    7	15	0.9	4	0.9	1	-3	0.9	1	-10
COc1nc2c(C)cccc2cc1-c1noc(-c2ccncc2)n1
    /	-24	1.1	9	1.2	1.1	-5	1.1	0.9	-3
COc1cccc(NC(=O)CN2CCN(S(=O)(=O)c3ccc(F)cc3)CC2)c1
    1	10	0.9	38	0.9	1	-2	1.1	0.6	-10
O=C(COc1ccc(Br)cc1)Nc1ccncc1
    0	1	1.1	18	1	1	-4	1	0.8	-12
CC(=O)N1CCC(=NNc2ccnc3cc(Cl)ccc23)CC1
    86*	-3	1.7	-20	1	1	0	2.3*	1.2	1
COc1ccccc1N1CCN(C(=O)c2oc3ccc(Br)cc3c2C)CC1
    -5	6	1	2	0.9	1.1	-11	1.1	1	-2
O=C(NC1CCCCC1)C(c1cccs1)N(Cc1cccs1)C(=O)c1ccco1 (configuration not stated)
    32	17	0.8	-6	0.8	1	0	0.9	1.1	-10
CCOC(=O)CSc1nc2ccccc2n1CC(=O)NC(C)(C)C
    -1	14	0.9	8	0.9	1	-1	0.9	0.9	-6
COc1cccc(N2C(=O)Nc3ccccc3C2(O)C(=O)NCc2ccc3c(c2)OCO3)c1 (configuration not stated)
    -5	16	0.9	10	0.8	1	-3	0.9	0.9	-8
COc1ccc(OCC(=O)N2CCN(c3nnc(-c4ccccc4)c4ccccc34)CC2)cc1
    39	24	0.9	2	0.8	1.1	-5	0.9	1	1
O=C(CCNC(=O)c1ccccc1Cl)Nc1nc(-c2ccc3ccccc3c2)cs1
    80*	11	1	1	0.9	1.1	-10	0.6	1	3

8 entries from above, ordered by length of the SMILES, high to low:
Results follow in this order: Lmaj promast	Diaph inh CS	PMI act	bIAP inhibitor	Diaphorase act	TNAP act hi DEA	TNAP inh hiacc	PMI act hi M6P	bIAP act	TNAP inh no acc
CN(C)S(=O)(=O)c1ccc(Cl)c(NC(=O)COC(=O)/C=C/c2ccc(S(=O)(=O)N3CCOCC3)cc2)c1
    -3	15	1	11	0.8	1	-4	1	0.9	-9
CC1CCCCC12NC(=O)N(CC(=O)NC(=O)Nc1ccc3c(c1)OCCO3)C2=O (configuration not stated)
    0	5	1	9	0.9	1	-1	1	0.9	-8
CCOC(=O)c1nnn(CC(=O)NC(=O)Nc2cccc(CC)c2)c1C(=O)OCC
    -4	27	0.9	6	0.7	1	-1	0.9	0.9	-10
O=C(CCNC(=O)c1ccccc1Cl)Nc1nc(-c2ccc3ccccc3c2)cs1
    80*	11	1	1	0.9	1.1	-10	0.6	1	3
Cc1csc(SCC(=O)Nc2cc(S(=O)(=O)N3CCCC3)ccc2Cl)n1
    4	12	1.1	14	0.9	1.1	-8	1.1	0.9	-11
CCOC(=O)c1c(NC(=O)C2CCCCC2C(=O)O)sc2c1CCCCC2 (configuration not stated)
    -5	-12	1.1	-3	1.1	1.1	-7	1.1	1	-8
COc1ccccc1N1CCN(C(=O)c2oc3ccc(Br)cc3c2C)CC1
    -5	6	1	2	0.9	1.1	-11	1.1	1	-2
O=C(CSCc1ccco1)Nc1cc(C(F)(F)F)ccc1N1CCOCC1
    11	32	0.9	-1	0.7	1	-4	0.9	1	-16
